HTT cytoprotect: protects HTT-Q103 PC12 cells, measured by ATP. PC12 HTT-Q103 induced, cytoprotection, ATP luminescence, 40 h. Potency, µM (titrated, usually from 56.4 µM), for the others: cytoprotection (ATP increase), hits mostly activators. 230,000 compounds, 0.14% hits;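 also: % of control where 0% means no effect; nearly all actives have a fitted effect of over 45% in size; toxic huntingtin expression switched on by the ecdysone agonist tebufenozide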
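PC12 cells with ecdysone-inducible HTT exon 1 Q103-GFP, induced with 100 nM tebufenozide and co-treated with library compounds in a dose series (1536-well, 1500 cells/well). Cytoprotection read as ATP content by ATPlite luminescence.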
Tau FP inhib: inhibitors of human tau fibril formation; K18 P301L tau heparin fibrillization, Alexa594 FP, 6 h; Potency, µM (titrated, usually from 57.7 µM), for the others: top-dose activity, negative = inhibition, hits mostly inhibitors; 280,000 compounds, 0.39% hits; also: % is scaled to controls: 0 for no effect and ±100 for the full control effect; nearly all actives have a fitted effect of over 55% in size
Target sequence (P10636 561-689 P618L limits assumed): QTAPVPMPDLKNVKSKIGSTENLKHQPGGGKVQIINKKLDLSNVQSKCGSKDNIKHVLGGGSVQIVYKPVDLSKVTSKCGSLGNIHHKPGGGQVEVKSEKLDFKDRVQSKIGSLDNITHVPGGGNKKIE
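Read-out: fluorescence polarization of Alexa 594-labeled tau (0.24 uM), 555 nm excitation, 632 nm emission. Mixtures held 15 uM unlabeled K18 P301L, compound and 20 uM heparin, pH 7 acetate buffer, incubated 6 hr at 37 C.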
SMN2 splice up: enhancers of SMN2 splice variant expression; HEK293 SMN2-luciferase splicing reporter, luminescence, 30-36 h; Potency, µM (titrated, usually from 46.1 µM), for inactives: at the top dose activity change, positive = activation, usual class: activators; 210,000 compounds, 2.8% hits; also: % of control where 0% means no effect; nearly all actives have a fitted effect of over 55% in size
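qHTS luciferase splicing reporter: luminescence rises when SMN2 exon 7 is included in transfected HEK293 cells. Compound exposure lasted 30-36 h at 37C, with 4.5 mM final sodium butyrate as control, followed by a ONE-Glo read.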
HttQ103 aggreg: mutant huntingtin aggregation inhibition; 220,000 compounds, 1.1% hits; Potency, µM (titrated, usually from 46.1 µM), inactives show top-dose activity change, negative = inhibition, most hits filed as inhibitors; PC12 HttQ103-GFP aggregates, Acumen cytometry, 40 h; also: % is scaled to controls: 0 for no effect and ±100 for the full control effect; nearly all actives have a fitted effect of over 60% in size
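Huntingtin Q103 exon 1–GFP aggregates in induced PC12 cells (100 nM tebufenozide) were quantified by cytometry from lysates, with compounds dosed in titration.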
Tau ThT inhib: blocks human tau fibril formation measured by thioflavin T; Potency, µM (top dose mostly 57.4 µM), for inactives: at the top dose activity, negative = inhibition, hits mostly inhibitors; P10636; recombinant tau K18 P301L, heparin-induced fibrillization, ThT fluorescence; 270,000 compounds, 2.1% hits; also: % is scaled to controls: 0 for no effect and ±100 for the full control effect; nearly all actives have a fitted effect of over 55% in size
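Recombinant human tau K18 fragment […] carrying P301L, 15 uM unlabeled plus 0.24 uM Alexa 594-labeled, was fibrillized with 20 uM heparin in 100 mM sodium acetate pH 7 for 6 hr at 37 C; 30 uM ThT fluorescence read after 1 hr.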
ALDH1A1 block: blocks purified human ALDH1A1 activity; P00352; Purified ALDH1A1, NADH fluorescence, propionaldehyde substrate; Potency, µM (series often up to 75.3 µM), for the others: top-dose activity, negative = inhibition, hits mostly inhibitors; 220,000 compounds, 7.3% hits; active = well fitted inhibition curve with a large enough effect, not every such curve was filed as active; inconclusive = small, poorly fitted or top-dose-only effect, or another doubt; inactive = no such curve, though single readings can be large or run the other way;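 also: plate controls were no enzyme wells and a reference inhibitor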
Target sequence (P00352 whole entry, looked up): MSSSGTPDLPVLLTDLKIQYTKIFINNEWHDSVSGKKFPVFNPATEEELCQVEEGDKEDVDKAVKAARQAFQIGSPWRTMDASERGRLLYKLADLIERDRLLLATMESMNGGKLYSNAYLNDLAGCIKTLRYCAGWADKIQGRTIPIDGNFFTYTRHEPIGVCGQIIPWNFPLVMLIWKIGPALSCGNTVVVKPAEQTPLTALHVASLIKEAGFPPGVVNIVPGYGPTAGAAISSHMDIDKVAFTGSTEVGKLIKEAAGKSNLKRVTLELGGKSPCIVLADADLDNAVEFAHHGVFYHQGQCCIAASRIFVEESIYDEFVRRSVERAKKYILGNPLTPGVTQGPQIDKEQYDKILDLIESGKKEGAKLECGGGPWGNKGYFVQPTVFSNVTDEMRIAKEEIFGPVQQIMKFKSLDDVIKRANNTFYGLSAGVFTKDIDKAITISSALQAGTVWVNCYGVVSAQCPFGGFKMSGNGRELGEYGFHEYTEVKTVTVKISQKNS
Tau fluor counter: counter-screen for tau fibril formation inhibitors; 280,000 compounds, 0.93% hits; tau K18 P301L (four-repeat tau fragment) Alexa594 fluorescence, heparin fibrillization; Potency, µM (top dose mostly 57.7 µM), for inactives: at the highest dose activity change, negative = decrease; also: % is scaled to controls: 0 for no effect and ±100 for the full control effect; nearly all actives have a fitted effect of over 55% in size
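Human K18 P301L tau (15 uM unlabeled plus 0.24 uM Alexa 594-labeled, final) in 100 mM sodium acetate pH 7 was mixed with compound and 20 uM heparin and incubated 6 hr at 37 C.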
JMJD2E inh: blocks human JMJD2E demethylase activity. B2RXH2. JMJD2E catalytic domain, FDH-coupled NADH fluorescence (FDH is formaldehyde dehydrogenase). Potency, µM (titrated, usually from 57.1 µM), inactives show top-dose activity change, negative = inhibition, hits mostly inhibitors. 230,000 compounds, 1.6% hits; active = well fitted inhibition curve with a large enough effect, not every such curve was filed as active; inconclusive = small, poorly fitted or top-dose-only effect, or another doubt; inactive = no such curve, though single readings can be large or run the other way;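 also: 0% = wells with enzyme and -100% = buffer wells without enzyme; nearly all actives have a fitted effect of over 50% in size; many of its hits are not listed in these tables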
Target sequence (B2RXH2 1-337 limits assumed): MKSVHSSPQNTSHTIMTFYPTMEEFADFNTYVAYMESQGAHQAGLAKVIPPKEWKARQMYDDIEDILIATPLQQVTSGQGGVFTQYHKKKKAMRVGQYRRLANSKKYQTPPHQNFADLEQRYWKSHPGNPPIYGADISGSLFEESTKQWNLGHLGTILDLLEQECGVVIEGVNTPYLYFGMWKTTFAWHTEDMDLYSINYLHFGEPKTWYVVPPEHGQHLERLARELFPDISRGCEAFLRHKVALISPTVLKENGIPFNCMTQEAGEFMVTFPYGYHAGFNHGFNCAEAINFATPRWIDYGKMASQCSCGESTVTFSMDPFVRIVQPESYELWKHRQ
An asterisk follows results filed as active; ? = inconclusive; . = no result given; & = joins results of further samples; [ ] = another dose, or the depositor's remark. Unless noted, calls follow the shape of the dose curve; as a rule, active = well fitted curve in the direction sought with a large enough effect; inconclusive = small, poorly fitted or top-dose-only effect, or another doubt; inactive = no such curve, though single readings can be large; an effect the other way counts as inactive or inconclusive. Potency is read from the fitted curve at half-maximal effect. These rows are one share of the data; rates above refer to the full screens.

mol	HTT cytoprotect	Tau FP inhib	SMN2 splice up	HttQ103 aggreg	Tau ThT inhib	ALDH1A1 block	Tau fluor counter	JMJD2E inh
COc1ccc(NC(=O)C2=C(C)Nc3nc(SCc4ccccc4C)nn3C2c2cc(OC)c(O)c(OC)c2)cc1 (stereo unspecified)	.	-5%	-9%	.	-3%	.	-6%	.
CCc1nc2ccccc2c(=O)n1NCCc1ccccc1	0%[10 µM]	8%	-14%	-6%	-4%	-4%	-7%	12%
CCOc1[nH]n(-c2ccccc2)c(=O)c1C=Nc1ccc(C(=O)OC)cc1	-10%[10 µM]	0%	9%	11%	1%	4%	-4%	-4%
Cc1cccc(NC2=NC(C)(C)N=C(N)N2)c1	-61%[inhibitor][10 µM]	5%	.	-37%[9.22 µM]	-4%	3%	-6%	2%
Cc1ccc(S(=O)(=O)N(Cc2ccc(Cl)cc2)c2ccccc2C(=O)NCc2cccnc2)cc1	-4%[10 µM]	5%	6%	?	-6%	-10%	-3%	7%
O=C(NCN1CCN(c2ccccc2F)CC1)c1ccccc1	-10%	1%	4%	0%	1%	5%	5%	-8%
CC(NC(=O)CN(c1cccc(C(F)(F)F)c1)S(=O)(=O)c1ccc(Cl)c([N+](=O)[O-])c1)c1ccccc1 (stereo unspecified)	-18%[1.9 µM]	-2%	-7%	-28%	?	8%	?	-4%
Cc1ccc(-n2c(=S)[nH]c3[nH]ncc3c2=O)cc1	?	9%	22%	8%	1%	1%	8%	-2%
CCc1ccc(CNc2nc3nc(C)c(Cc4ccccc4)c(=O)n3[nH]2)cc1	.	-7%	8%	.	-5%	.	-7%	.
COc1cc(C=O)ccc1OCCSc1ccc(Cl)cc1	-26%	-1%	-14%	-10%	?	?	-6%	-3%
Cn1c(=O)n(Cc2ccccc2)c(=O)c2c1nc1n2CCCN1Cc1ccccc1	-7%	4%	-7%	-13%	-5%	?	-18%	2%
CCOC(=O)N1CCN(C(=O)CSc2ccc3nnc(-c4ccccn4)n3n2)CC1	-30%	-1%	2%	9%	-3%	?	-1%	?
O=C(CSc1ncccn1)Nc1ccccc1	9%	-1%	6%	0%	-8%	11%	-3%	-6%
O=C1C2C3CCC(C3NCc3ccccc3)C2C(=O)N1Cc1ccccc1 (stereo unspecified)	-15%	-3%	4%	-10%	-4%	?	-6%	0%
CCCCn1ccnc1C(=O)c1ccc(S(=O)(=O)N(CCOC)CCOC)cc1	2%	-1%	-14%	-4%	-6%	5%	-6%	3%
CC(=O)Nc1ccc(S(=O)(=O)N=S(C)C)cc1	12%[10 µM]	-5%&1%	-8%[9.22 µM]	0%[9.22 µM]	-12%&5%	5%[13.5 µM]	-14%&7%	2%&12%
Cn1cc(-c2ccccc2)cc(C#N)c1=O	12%[10 µM]	-1%	9%	3%	-5%	?	-1%	?
CCN(CC)CCCNC(=O)CSc1nc(-c2cccs2)cc(C(F)(F)F)n1	24%[10 µM]	-2%	.	2%[9.22 µM]	-8%	-4%	-6%	?
Cc1ccccc1OCC(=O)N/N=C/c1cn(C)c2ccccc12	15%[10 µM]	23%	.	14%[9.22 µM]	.	.	-55%	?
CCCC(=O)NC(c1ccc(OC)c(OC)c1)c1c(O)ccc2ccccc12 (stereo unspecified)	-3%	5%	.	11%	-9%	12%	-2%	-2%
COc1ccccc1NC(=O)Nc1sccc1-c1nc2ccccc2s1	16%[10 µM]	-1%	.	-3%[9.22 µM]	?	.	?	?
N#CC1=C(SCC(=O)Nc2cccc3cccnc23)NC(=O)C(C#N)C12CCCCC2 (stereo unspecified)	-28%[0.074 µM]	1%	-16%	-33%	-11%	8.9µM*	-23%	-8%
CS(=O)(=O)N1CC2CCCN2c2ccc(C(F)(F)F)cc21 (stereo unspecified)	.	-3%	3%	2%	-8%	9%	-18%	10%
Cc1ccc(Cl)cc1NC(=O)Nc1cn(CC(C)C)c(=O)c2ccccc12	.	1%	2%	.	-2%	.	?	.
CNC(=O)Cn1ncc2c(C)n(Cc3ccc(C)cc3)c(C)c2c1=O	-13%	3%	-21%	5%	1%	6%	4%	-6%
Cc1ccccc1Cn1c(=O)n(CCCCCC(=O)NCc2ccc3c(c2)OCO3)c(=O)c2sccc21	.	-13%	1%	.	-2%	.	-7%	.
O=C(CSCc1ccccc1)N1CCN(c2ccccc2)CC1	17%[0.074 µM]	4%	13µM*	17%	?	-9%	-10%	-3%
CC(C)c1ccc(OCC(=O)NC(Cc2c[nH]c3ccccc23)C(=O)O)cc1 (stereo unspecified)	-6%	-4%&-3%	-9%&-7%	?	-16%&-16%	-6%	-10%&-11%	4%
CCC(CC)c1nnc(NC(=O)CN2C(=O)C3C4C=CC(C4)C3C2=O)s1 (stereo unspecified)	10%[10 µM]	-5%	-21%	29%	-10%	5%	-11%	-3%
COc1cc(OC)c(NC(=S)NCc2ccc(F)cc2)cc1Cl	-4%	6%	1%	10%	-12%	-3%	?	-27%

An excerpt from above in order of SMILES length, smallest number first.
mol	HTT cytoprotect	Tau FP inhib	SMN2 splice up	HttQ103 aggreg	Tau ThT inhib	ALDH1A1 block	Tau fluor counter	JMJD2E inh
O=C(CSc1ncccn1)Nc1ccccc1	9%	-1%	6%	0%	-8%	11%	-3%	-6%
Cn1cc(-c2ccccc2)cc(C#N)c1=O	12%[10 µM]	-1%	9%	3%	-5%	?	-1%	?
COc1cc(C=O)ccc1OCCSc1ccc(Cl)cc1	-26%	-1%	-14%	-10%	?	?	-6%	-3%
CC(=O)Nc1ccc(S(=O)(=O)N=S(C)C)cc1	12%[10 µM]	-5%&1%	-8%[9.22 µM]	0%[9.22 µM]	-12%&5%	5%[13.5 µM]	-14%&7%	2%&12%
Cc1ccccc1OCC(=O)N/N=C/c1cn(C)c2ccccc12	15%[10 µM]	23%	.	14%[9.22 µM]	.	.	-55%	?
CCCC(=O)NC(c1ccc(OC)c(OC)c1)c1c(O)ccc2ccccc12 (stereo unspecified)	-3%	5%	.	11%	-9%	12%	-2%	-2%
CCCCn1ccnc1C(=O)c1ccc(S(=O)(=O)N(CCOC)CCOC)cc1	2%	-1%	-14%	-4%	-6%	5%	-6%	3%
CCc1ccc(CNc2nc3nc(C)c(Cc4ccccc4)c(=O)n3[nH]2)cc1	.	-7%	8%	.	-5%	.	-7%	.
N#CC1=C(SCC(=O)Nc2cccc3cccnc23)NC(=O)C(C#N)C12CCCCC2 (stereo unspecified)	-28%[0.074 µM]	1%	-16%	-33%	-11%	8.9µM*	-23%	-8%
Cc1ccc(S(=O)(=O)N(Cc2ccc(Cl)cc2)c2ccccc2C(=O)NCc2cccnc2)cc1	-4%[10 µM]	5%	6%	?	-6%	-10%	-3%	7%
COc1ccc(NC(=O)C2=C(C)Nc3nc(SCc4ccccc4C)nn3C2c2cc(OC)c(O)c(OC)c2)cc1 (stereo unspecified)	.	-5%	-9%	.	-3%	.	-6%	.

As a short view, part of the list above.
mol	HTT cytoprotect	Tau FP inhib	SMN2 splice up	HttQ103 aggreg	Tau ThT inhib	ALDH1A1 block	Tau fluor counter	JMJD2E inh
COc1cc(C=O)ccc1OCCSc1ccc(Cl)cc1	-26%	-1%	-14%	-10%	?	?	-6%	-3%
Cn1c(=O)n(Cc2ccccc2)c(=O)c2c1nc1n2CCCN1Cc1ccccc1	-7%	4%	-7%	-13%	-5%	?	-18%	2%

Continuation.
mol	HTT cytoprotect	Tau FP inhib	SMN2 splice up	HttQ103 aggreg	Tau ThT inhib	ALDH1A1 block	Tau fluor counter	JMJD2E inh
CCOc1ccc(CC(=O)NNC(=S)NC)cc1Br	15%[10 µM]	-1%	.	-10%[9.22 µM]	-6%	.	4%	9%
COc1ccc(C2(CNC(=O)C(=O)Nc3ccc(F)cc3)CCCC2)cc1OC	.	-5%	-4%	.	-12%	.	-16%	.
O=C(O)CN1CCCCC1	-9%[10 µM]	1%	.	-19%[9.22 µM]	7%	-4%	3%	-4%
COc1ccc(CCNC(=O)c2cn(C)c3ccc(S(=O)(=O)N(C)C4CCCCC4)cc3c2=O)cc1OC	.	-14%	3%	.	-2%	.	-10%	.
COC(=O)C1=C(C(=O)c2ccccc2)C(c2cccs2)n2nnnc2N1 (stereo unspecified)	8%[10 µM]	0%	0%	4%	-7%	22µM*	-6%	-2%
Cc1ccc(-c2n[nH]c(=S)n2/N=C/c2ccc(C)o2)cc1	-10%[10 µM]	-14%	?	4%	-17%	?	-21%	-5%
Cc1cccc(-c2nnc(-c3cccc(NC(=O)Cc4cccs4)c3)o2)c1	-65%[inhibitor]	-13%	27%	?	10%	-8%	?	?
Cc1oc(-c2ccccc2F)nc1CSCC(=O)NCc1ccccc1	.	5%	-8%	.	-5%	.	-2%	.
Cc1ccc2nsnc2c1S(=O)(=O)NCCc1c(C)[nH]c2ccc(F)cc12	3%	13%	-4%	16%	-12%	-1%	-30%	8%
CC(=O)n1cc(C2C(=O)CCCC2=O)c2ccccc21	-6%	-3%	13%	1%	-15%	-9%	-7%	-15%
Cc1ccn2cc(CCNS(=O)(=O)c3ccc4c(c3)OCCO4)nc2c1	-5%[10 µM]	10%	-3%	-19%	1%	3%	11%	-2%
CCC(=O)Nc1c(C(=O)Nc2ccc3c(c2)OCCO3)oc2ccccc12	-130%[inhibitor]	3%	16µM*	-15%	-15%	0%	-24%	-1%
CCCCNC(=S)Nc1ccc(SC(F)F)cc1	-10%[10 µM]	-11%	10%	?	-4%	3%	?	-2%
COc1cc(OC)c(OC)cc1/C=C1\Oc2cc(OS(C)(=O)=O)ccc2C1=O	16%[10 µM]	-13%	.	8%[9.22 µM]	?	.	-28%	-7%
O=[N+]([O-])c1ccc(Cl)c(-c2ccc(/C=N/c3c(-c4ccco4)nc4ccccn34)o2)c1	-4%	2%	22%	11%	?	1%	-9%	?
CN1CCN(C(=S)NC(=O)c2ccc(-c3ccccc3)cc2)CC1	-11%	3%	0%	24%	-6%	-5%	-2%	-13%
COc1ccc(CCNC(=O)Cn2nnc(-c3ccc(N4CCOCC4)cc3)n2)cc1OC	-46%[inhibitor]	3%	?	-5%	?	3%	1%	5%

High-throughput results as filed in PubChem BioAssay.
